SK-BR-3 tox 24h: SK-BR-3 proliferation inhibitors. hit rate 0.47% among 41,000. SK-BR-3 viability, CellTiter-Glo ATP luminescence, 24 h; hits give low values. viability, % at 10 µM. AID 847;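 active means viability at or below the median of all test compounds minus 3 SD, in both replicates if run twice, cut at about 45% in these data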;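 further: 100% = median untreated cell wells and 0% = median positive control drug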
The depositor's hits bear a star; & = joins results of further samples. A portion of the library; the hit share may differ from the screen's.

SMILES	SK-BR-3 tox 24h
O=C(CSc1nc2ccccc2c(=O)n1Cc1ccco1)N1CCN(c2ccccc2)CC1	70
O=C(Cc1ccccc1)Nc1nnc(-c2ccco2)s1	85
Cn1c2ccc(F)cc2c2ncn(CCN3CCOCC3)c(=O)c21	100
Cc1c(C(=O)NCc2ccccn2)oc2ccc(S(=O)(=O)N3CCOCC3)cc12	102
COc1ccc(CNC(=O)C(C)N(Cc2ccco2)C(=O)c2snc(C(N)=O)c2N)cc1 (configuration not stated)	103
c1ccc(-c2nnc3sc(Cc4cccs4)nn23)cc1	98
COc1ccc(NC2CC(=O)N(C)C2=O)cc1 (configuration not stated)	81
CCOc1ccc(CNC(=O)CCn2c(=O)oc3ccccc32)cc1	89
Fc1ccc(OCCOCCNCC2CCCO2)cc1 (configuration not stated)	126
O=S(=O)(NC1CC1)c1ccc(S(=O)(=O)N2CCCc3ccccc32)cc1	98
C=CCn1c(SCCN2CCOCC2)nc2c1c(=O)[nH]c(=O)n2C	98
Cc1cccc(-n2ncc(C#N)c2N)c1	91
Cc1cc(C(=O)OCCO)c(C#N)c(N)n1	111
CC(=N/O)/C(=N\O)c1ccc(C)o1	108
Cc1cc2c3c(c1C)C1(C(=O)N3C(C)(C)CC2C)C(C#N)=C(N)Oc2n[nH]c(C)c21 (configuration not stated)	90
Cn1c(CSc2ncn[nH]2)nc2ccccc21	97
COc1ccc(N(CC(=O)NCc2ccccc2)S(=O)(=O)c2c(C)noc2C)cc1	80
CCOC(=O)c1c(C)nc(-c2ccccc2)nc1NC(=O)CC	73
N#Cc1nc(-c2cccs2)oc1NCCCN1CCOCC1	88
c1ccc(OCCCn2nnc(-c3ccncc3)n2)cc1	95
CC(=O)c1cccc(NC(=O)N[C@@H](CC(C)C)C(=O)O)c1	88
Cc1ccc(N=C(c2cccs2)N2CCOCC2)cc1	122
Cc1nc(SCC(=O)Nc2c(C)n(C)n(-c3ccccc3)c2=O)[nH]c(=O)c1Cc1ccccc1	96
O=C(COC(=O)Cc1cn2ccsc2n1)NC12CC3CC(CC(C3)C1)C2	72
O=C(CCC1CCCCC1)NCc1ccncc1	106
O=C(NCc1ccco1)c1cc2n(n1)C(C(F)(F)F)CC(c1ccc(Cl)c(Cl)c1)N2 (configuration not stated)	94
Cc1cc(NC(=O)CSc2nc(-c3ccccc3)c(C#N)c(=O)[nH]2)no1	94
Cc1nccn1CCC(=O)O	96
CCNCCNC(=O)c1c(O)c2cccc3c2n(c1=O)CCC3	72
CC(C)CCn1c(N2CCC(C(N)=O)CC2)nc2c1c(=O)[nH]c(=O)n2C	94
Cc1cc(C)nc(N2CCCC(C(=O)Nc3ccc4c(c3)OCO4)C2)n1 (configuration not stated)	109
CCCOC(=O)c1ccc(-n2nnnc2SCC(=O)N2CCCCC2)cc1	105
COc1ccc(OCC(=O)Nc2ccccc2OC(F)F)cc1	83
O=C(O)CCc1ccc(-c2ccc(F)cc2)n1Cc1ccco1	96
O=C(CSc1nnnn1-c1cccc2ccccc12)N1CCOCC1	110
CC(C)(C)NC(=O)c1ccc2c(c1)C(=O)N(C1CCCCC1)C2=O	98
CN(C)c1ccc(NC(=O)Nc2cccc(Cl)c2)cc1	95
CCCCOC(=O)n1c(=O)oc2ccccc21	84
Cc1ccc(-n2c3c(cc(C(=O)N4CCN(C)CC4)c2=O)C(=O)CC(C)(C)C3)cc1	108
Cc1cc(-c2ccccc2)nc(SCc2ccc(C(=O)O)o2)n1	94
Clc1ccc(-c2nn3cnnc3s2)c(Cl)c1	103
COc1ccc(OC)c(NC(=O)C2CCCNC2=O)c1 (configuration not stated)	94
CCCN1C(=O)c2ccc(C(=O)NC3CCCCC3)cc2C1=O	97
CNC(=O)CCc1nc(-c2ccc(C(C)(C)C)cc2)no1	84
Oc1ccc(Br)cc1/C=N/n1cnc2ccccc21	92
Cc1cc(C)n(-c2ccc(F)cc2)c(=O)c1C(=O)O	90
Cc1ccc(-c2nc(C#N)c(NCCN3CCCCC3)o2)cc1	91
Cn1c(=O)[nH]c(=O)c2c1nc(Br)n2CCCSc1nc2ccccc2o1	78
CCC(C)[C@H](NC(=O)NCc1cccs1)C(=O)OC (some centres not stated)	89
Cc1cccc2nc(CSc3nncn3-c3ccccc3)cn12	95
COc1ccc(NC(=O)C2CCN(c3nc(C)nc4c3CCC4)CC2)cc1	71
Cc1cc(N2C(=O)C3CC=CCC3C2=O)cc(C)c1Br (configuration not stated)	101
CS(=O)(=O)N(CC(=O)NCc1ccco1)c1cc(C(F)(F)F)ccc1Cl	106
C=CCNc1ncnc2ccccc12	109
COC(=O)Cn1cc(C(=O)C2CC2)c2ccccc21	94
CCOCCCNC(=O)C(Cc1ccccc1)NC(=O)c1ccco1 (configuration not stated)	104
COc1ccc(N2CCN(C(=O)c3ccc(N4C(=O)NC5CC4(C)Oc4ccccc45)cc3)CC2)cc1 (configuration not stated)	86
Cc1ccc2c(c1)nnn2C1CCN(CC(=O)c2ccc(Cl)cc2)CC1	63
c1ccc(Oc2nc(Oc3ccccc3)nc(N3CCOCC3)n2)cc1	80
O=C(Cn1nnc(-c2ccncc2)n1)NCCc1ccccc1	71

Structures listed so far with a cyano group:
SMILES	SK-BR-3 tox 24h
Cc1cccc(-n2ncc(C#N)c2N)c1	91
Cc1cc(C(=O)OCCO)c(C#N)c(N)n1	111
Cc1cc2c3c(c1C)C1(C(=O)N3C(C)(C)CC2C)C(C#N)=C(N)Oc2n[nH]c(C)c21 (configuration not stated)	90
N#Cc1nc(-c2cccs2)oc1NCCCN1CCOCC1	88
Cc1cc(NC(=O)CSc2nc(-c3ccccc3)c(C#N)c(=O)[nH]2)no1	94
Cc1ccc(-c2nc(C#N)c(NCCN3CCCCC3)o2)cc1	91

Other results:
SMILES	SK-BR-3 tox 24h
O=C(O)c1ccc(N2C(=O)C3ON(c4ccccc4)C(c4ccccc4F)C3C2=O)cc1 (configuration not stated)	60
CCCCC(CCC(=O)Nc1ccc(C(=O)OC)cc1)C(=O)O (configuration not stated)	113
Cc1cccc(N2C(N)=NC(N)=NC23CCCCC3)c1	111
Cc1nn(Cc2ccc(C(=O)N3c4ccc(F)cc4CCC3C)o2)c(C)c1Br (configuration not stated)	86
Cc1c(Cl)cccc1NC(=O)CSCC(N)=O	97
Cn1c(=O)c2c(nc(SCCNS(=O)(=O)c3ccccc3)n2C)n(C)c1=O	86
O=C(NC1CCCCCCC1)c1ccc2c(c1)OCO2	94
Cc1ccc(S(=O)(=O)NC2OC(=O)C(Cl)=C2Cl)cc1 (configuration not stated)	121
Cc1ccc(CN2CC34C=CC(O3)C(C(=O)NCc3ccc5c(c3)OCO5)C4C2=O)cc1 (configuration not stated)	85
Cc1cc2ccccc2cc(C)c1=O	80
CCCc1[nH]nc2c1C(c1c(C)nn(-c3ccccc3)c1Cl)C(C#N)=C(N)O2 (configuration not stated)	92
C=CCn1c(COc2ccccc2)nnc1SCC(=O)O	83
CCOCCCNC(=O)Cc1ccc(OC)c(OC)c1	92
CC1=C(C(N)=O)C(c2ccc(C)o2)C(C(N)=O)=C(C)N1	95
[N-]=[N+]=CC(=O)C(Cc1ccccc1)N1C(=O)c2ccccc2C1=O (configuration not stated)	101
CCOc1cccc(-n2nnnc2-c2ccc(OC)cc2)c1	87
O=C(Nc1ccc(Cl)cc1)OCCn1nnnc1C(c1ccccc1)N1CCOCC1 (configuration not stated)	73
Nc1nc(CN2CCN(c3ccccc3F)CC2)nc(Nc2ccccc2)n1	85
CC1(C)CC2CC(C)(CN2S(=O)(=O)c2ccc(N)cc2)C1 (configuration not stated)	95
O=C(C(NS(=O)(=O)c1cccc2nsnc12)c1ccccc1)N1CCN(c2ccccn2)CC1 (configuration not stated)	73

Reformatted: results already given
Structure,SK-BR-3 tox 24h
Cc1cccc(N2C(N)=NC(N)=NC23CCCCC3)c1,111
Cc1ccc(CN2CC34C=CC(O3)C(C(=O)NCc3ccc5c(c3)OCO5)C4C2=O)cc1 (configuration not stated),85
CCCc1[nH]nc2c1C(c1c(C)nn(-c3ccccc3)c1Cl)C(C#N)=C(N)O2 (configuration not stated),92
Cc1cc2ccccc2cc(C)c1=O,80
Nc1nc(CN2CCN(c3ccccc3F)CC2)nc(Nc2ccccc2)n1,85
Cc1c(Cl)cccc1NC(=O)CSCC(N)=O,97
Cc1nn(Cc2ccc(C(=O)N3c4ccc(F)cc4CCC3C)o2)c(C)c1Br (configuration not stated),86
O=C(Nc1ccc(Cl)cc1)OCCn1nnnc1C(c1ccccc1)N1CCOCC1 (configuration not stated),73
O=C(C(NS(=O)(=O)c1cccc2nsnc12)c1ccccc1)N1CCN(c2ccccn2)CC1 (configuration not stated),73
Cc1ccc(S(=O)(=O)NC2OC(=O)C(Cl)=C2Cl)cc1 (configuration not stated),121

Further records follow:
SMILES	SK-BR-3 tox 24h
Cn1c(SC/C=C/c2ccccc2)nnc1-c1cccs1	86
O=C(CSc1nnc(CNc2ccccc2)o1)N1CCc2ccccc21	88
CN1CCc2c(sc(/N=C/c3cccs3)c2C(N)=O)C1	93
CCOC(=O)C(C)Sc1ncnc2nc[nH]c12 (configuration not stated)	99
Cc1onc(-c2c(F)cccc2Cl)c1C(=O)N1CCN(S(C)(=O)=O)CC1	87
COc1cc(NS(=O)(=O)c2ccc(N)cc2)ncn1	102&100
Cc1ccc(-c2cc(C(=O)NCc3ccco3)c3ccccc3n2)o1	76
O=C(CSc1nccc2ccccc12)N1CCN(Cc2ccc3c(c2)OCO3)CC1	110
O=C1CC(c2ccco2)CC2=C1C(c1ccccc1)n1nc(C(F)(F)F)nc1N2 (configuration not stated)	96
COc1cc(NS(=O)(=O)c2ccc(OC)c(C)c2C)c(OC)cc1Cl	86
Cc1cc(C(=O)N2CCN(c3ncccn3)CC2)sc1-c1ccccc1	90
Nc1ccc(N=Nc2ccccc2)c(N)n1	100
O=C(Cn1cnc2ccccc2c1=O)NCc1ccco1	85
O=C(O)C1CCCCC1C(=O)Nc1nc(-c2cccs2)cs1 (configuration not stated)	81
O=C1NC(c2ccccc2)(C(F)(F)F)SC2=NCCCN12 (configuration not stated)	84
CCOC(=O)N1CCC(C(N)=O)CC1	93
CC(=NCc1ccco1)c1c(C)[nH]n(-c2nc3ccccc3s2)c1=O	95
O=c1[nH]c(CN2CCN(c3ccccc3)CC2)nc2ccccc12	100
CSc1nc(C)c2cc(C)oc2n1	118
COc1cc(-c2cccs2)cc(=O)c2c(C)oc(C)c12	88
CC1(C)CC(n2c(=S)[nH]c3ccccc3c2=O)CCO1 (configuration not stated)	149
CSc1ccc(S(=O)(=O)NCCOc2ccccc2C)cc1	84
CC(C)NS(=O)(=O)c1cc(C(=O)O)ccc1Cl	104
Cn1c(=O)c2c(nc(SCC(=O)OCc3ccccc3)n2C)n(C)c1=O	94
Cc1ccc(NC(=O)c2ccccc2)s1	82
Clc1cccc(Cl)c1COc1ccccn1	101
CCCn1nnnc1SCC(=O)Nc1nnc(CC)s1	83
O=C(Cc1ccccc1)NCCCN1CCN(CCCNC(=O)Cc2ccccc2)CC1	94
CC(=O)c1c(C)nn(CCC(=O)O)c1C	142
CCc1ccccc1-n1c(SCC(=O)NC)nnc1-c1cccnc1	83
CC(=O)Nc1ccc(-c2nnc(SCC(=O)n3c4c(c5ccccc53)CCCC4)n2C)cc1	87
CN(C)CCCNC(=O)c1ccc(-c2ccccc2)cc1	83
COc1ccc(-c2nnc(SCC(=O)N3CCC(Cc4ccccc4)CC3)o2)cc1OC	103
COC(=O)c1ccc2[nH]c(C)c(CN3CCCC3)c(=O)c2c1	91
COC(=O)Oc1nsnc1N1CCOCC1	90
CCc1cccc(OCCCCNCCOC)c1	87
COc1ccc(CCNS(=O)(=O)c2cccc(F)c2)cc1OC	91
O=C(CN1C(=O)COc2ccccc21)N(Cc1ccc2c(c1)OCO2)CC1CCCO1 (configuration not stated)	92
CCN(CC)c1ccc(C2CC(=O)NC3=C2C(=O)CC(C)(C)C3)cc1 (configuration not stated)	84
CC(O)CNc1nc2c(c(=O)n(C)c(=O)n2C)n1CCc1ccccc1 (configuration not stated)	90
C=CCN=C(NC#N)SCC(=O)c1cccc(OC)c1	103
C=CCSc1nnc(-c2ccccc2NC(=O)CC)c(=O)[nH]1	92
O=C(c1cccs1)N1CCN=C1SCc1cccnc1	64
COC(=O)CNC(=O)Cc1c(F)cccc1Cl	97
O=C(CSc1ccccn1)N1CCN(C(=O)CSc2ccccn2)CC1	92
O=C(COC(=O)c1ccc(S(=O)(=O)N2CCOCC2)cc1)NC1CCCCCC1	85
CC(=O)Nc1c(C(=O)O)oc2ccc(Cl)cc12	93
Cc1cccc(NCc2ccccc2O)c1	99
CC1CCN(CCCNC(=O)c2cc3sccc3n2C)CC1	42*
NC(=O)c1ccc(N2CCCCC2)c(N2C(=O)C3C4C=CC(C4)C3C2=O)c1 (configuration not stated)	98
CCN1CCN(C(=O)N[C@@H](C(=O)N[C@@H]2C(=O)N3[C@@H]2SC(C)(C)[C@@H]3C(=O)O)c2ccccc2)C(=O)C1=O	105
Cc1cc(C)c2cc(C(O)c3nnnn3Cc3ccccc3)c(=O)[nH]c2c1 (configuration not stated)	87
COCC(=O)n1nc(NCc2ccc(OC)cc2)nc1NCc1ccc(OC)cc1	97
COc1ccc(Cl)cc1NC(=O)N(C)Cc1c(C)nn(C)c1C	79
Cc1ccc(C)c(NS(=O)(=O)c2ccc(OCC(=O)NCc3ccco3)cc2)c1	102
Cc1cc(C(=O)NC(C)C2CCCO2)cs1 (configuration not stated)	120
COc1ccc2c(c1OC)C(=O)N1C(C(=O)O)Cc3c([nH]c4ccccc34)C21 (configuration not stated)	92
Cc1[nH]c(=O)[nH]c(=O)c1S(=O)(=O)N1c2ccc(F)cc2CCC1C (configuration not stated)	89
Cc1ccc2c(SCC(=O)NCc3ccco3)nc(-c3ccc(F)cc3)nc2c1	95
O=c1cc(CO)oc(C(Nc2ccccn2)c2ccsc2)c1O (configuration not stated)	97
The list goes on:
SMILES	SK-BR-3 tox 24h
Cc1ccc(S(=O)(=O)N2CCCC(C(=O)NCc3cccnc3)C2)cc1Cl (configuration not stated)	89
N#Cc1nc(COc2ccccc2)oc1N1CCC(Cc2ccccc2)CC1	109
COc1ccc(-n2c(SCC(N)=O)nc3sc4c(c3c2=O)CCN(C)C4)cc1	80
COc1ccc(OC)c(NC(=O)Cn2cc(C#N)c3cc(Br)ccc32)c1	70
CCN(CC)c1ccc(-n2cc3c(=O)n(C)c(=O)n(C)c3c2)cc1	87

Source: PubChem
